# 5-HT1A blocker: antagonists of human 5-HT1a serotonin receptor; inhibition, % at 10 µM; AID 612; P08908; CHO 5-HT1a Ga15 NFAT-bla reporter, antagonist mode; 0.68% of 62,000 active;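 active = inhibition above the mean of all tested compounds plus 3 SD, cut at about 43% in these data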;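 note: receptor stimulated by 5-CT agonist at 100 nM near EC80; beta-lactamase reporter measured by ratiometric fluorescence of a cleavable substrate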
# Target sequence (P08908 whole entry, looked up): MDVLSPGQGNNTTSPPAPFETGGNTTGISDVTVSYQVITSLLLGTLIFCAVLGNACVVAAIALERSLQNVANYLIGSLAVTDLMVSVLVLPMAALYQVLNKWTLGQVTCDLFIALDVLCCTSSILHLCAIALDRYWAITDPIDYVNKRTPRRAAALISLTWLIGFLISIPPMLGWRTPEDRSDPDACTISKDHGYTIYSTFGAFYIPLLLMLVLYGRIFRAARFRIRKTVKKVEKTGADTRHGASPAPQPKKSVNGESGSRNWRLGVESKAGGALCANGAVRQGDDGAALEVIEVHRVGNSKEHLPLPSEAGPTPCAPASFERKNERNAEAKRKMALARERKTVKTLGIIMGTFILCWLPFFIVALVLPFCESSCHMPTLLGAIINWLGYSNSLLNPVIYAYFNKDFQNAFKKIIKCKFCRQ
# 5HT1E ag: agonists of human 5-HT1E serotonin receptor; 0.69% of 65,000 active; activation, % at 6 µM; CHO 5-HT1E Ga15 NFAT-bla reporter, FRET; 0% DMSO wells, 100% control agonist wells; AID 574;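 active = activation above a set limit, the screen-wide mean activation plus 3 SD, cut at about 8.5% in these data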;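 note: 100% = positive control agonist at 1 µM giving full maximal response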
# Target sequence (P28566 whole entry, looked up): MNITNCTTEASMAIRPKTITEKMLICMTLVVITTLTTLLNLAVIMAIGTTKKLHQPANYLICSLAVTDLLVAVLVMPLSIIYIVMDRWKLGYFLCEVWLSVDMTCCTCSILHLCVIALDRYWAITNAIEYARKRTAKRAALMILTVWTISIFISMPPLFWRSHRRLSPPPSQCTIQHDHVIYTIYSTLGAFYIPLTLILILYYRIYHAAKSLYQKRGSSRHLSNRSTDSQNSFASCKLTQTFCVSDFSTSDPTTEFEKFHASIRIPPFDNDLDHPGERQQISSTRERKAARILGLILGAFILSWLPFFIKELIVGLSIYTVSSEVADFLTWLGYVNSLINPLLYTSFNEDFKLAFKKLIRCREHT
# HTR1A agonist: 5-HT1a (human) receptor agonism; 0.56% of 65,000 active; activation, % at 10 µM; AID 567; CHO 5-HT1a Ga15 NFAT-bla reporter, FRET ratio; 0% basal, 100% maximal reference agonist; P08908;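 active = activation above the screen-wide mean activation plus 3 SD, cut at about 19% in these data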;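 note: 0% = DMSO wells and 100% = 5-CT at EC100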
# S1P1 ag pot: agonists and agonism potentiators of human S1P1 receptor. S1P1 CRE-bla cells, forskolin, beta-lactamase FRET, potentiator mode; S1P1 agonist co-added at EC20, 2 nM; 100% = saturating reference agonist, 0% = basal. activation, % at 9.5 µM. 0.57% of 56,000 active. AID 449;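 active = activation above a cutoff set at the mean activation of all tested compounds plus 3 SD, cut at about 54% in these data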;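 note: forskolin at 4 µM as EC80 and the EC20 agonist is SEW2871; 100% = SEW2871 at its EC100 plus forskolin at EC80; some compounds past the cut are filed as inactive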
# HTR1E antagonist: antagonists of human 5-HT1E serotonin receptor. CHO 5-HT1E Ga15 NFAT-bla reporter, FRET, antagonist. inhibition, % at 6 µM. 0.99% of 65,000 active;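 active = inhibition above a set limit, the mean inhibition across every tested compound plus 3 SD, cut at about 29% in these data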;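 note: signal is the 460 over 535 nm emission ratio of beta-lactamase substrate; 0% = agonist plus DMSO wells and 100% = wells without agonist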
# Jurkat tox 60K: cytotoxic compounds reducing Jurkat cell viability | AID 463 | Jurkat E6.1 viability, ATP luminescence, 48 h | 1.2% of 56,000 active | inhibition, % at 4 µM;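 active = inhibition above the mean inhibition of all tested compounds plus 3 SD, cut at about 28% in these data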
# M1 antagonist: antagonists of rat M1 muscarinic receptor; P08482; CHO-M1 cells, Fluo-4 calcium, ACh EC80 antagonist mode; active compounds read low; B-score at 10 µM; 3.4% of 64,000 active; AID 628;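 active = calcium fluorescence response, raw or row-and-column corrected B-score, differing from the plate sample mean either way at a set confidence level, mostly lower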
# S1P3 ag: S1P3 (human) receptor agonism. Q99500. S1P3 NFAT-BLA reporter cells, FRET ratio; relative to 1 µM S1P, basal subtracted. activation, % at 4.5 µM. 0.1% of 60,000 active. AID 373;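 active = activation above the screen-wide mean plus 3 SD, cut at about 4.5% in these data, passing the limit was not always enough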; note: some compounds called inactive have numbers as strong as hits
#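 Benchmarks: high control 1 µM S1P / System: stable CHO line with human S1P3, Gα16, NFAT-BLA reporter / Dosing: single compound concentration, 4.5 µM final / Timing: 4 h compound at 37 °C, 2 h substrate at RT / Measured by: FRET β-lactamase substrate fluorescence, excitation 405 nm, 460/535 nm emission ratio, background-subtracted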
# M1 agonist: agonists of M1 muscarinic receptor | 3% of 64,000 active | CHO-M1 cells, Fluo-4 calcium fluorescence, agonist mode; active compounds read high | B-score at 10 µM;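 active = fluorescence rise, raw or as B-score row- and column-corrected plate score, outside the 99.7% band of its plate's samples, either direction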
# Active calls of the source: *; / = no result given.
SMILES,5-HT1A blocker,5HT1E ag,HTR1A agonist,S1P1 ag pot,HTR1E antagonist,Jurkat tox 60K,M1 antagonist,S1P3 ag,M1 agonist
COc1ccc2c(c1)C1(Nc3ccccc3-c3nc4ccccc4n31)C(=O)N2C (configuration not stated),-21,-0.2,-0.8,-5,-1,-1,0.54,-0.7,-0.1
CC(C)(C)n1nc2c(c1NC(=O)c1cccs1)CS(=O)C2 (configuration not stated),-13,0.4,0.2,-9,-11,0,-0.045,-0.2,-0.82
COc1cc(C2c3c(oc4c(C)cc(C)cc4c3=O)C(=O)N2Cc2cccnc2)cc(OC)c1OC (configuration not stated),3,0.1,2.0,-22,6,3,1.3,-1.0,0.93
O=C(NCCc1ccccc1)C1CCCN(S(=O)(=O)c2cccs2)C1 (configuration not stated),-10,0.7,0.6,-2,-16,-5,-0.0059,0.9,0.5
CCC(C)NC(=O)c1ccccc1NS(=O)(=O)c1ccc(OC)c(OC)c1 (configuration not stated),8,-1.2,2.2,1,5,-5,-0.28,-0.4,-0.34
CCOc1ccc(OCC)c(NC(=O)C2CCCN(S(=O)(=O)c3cnc[nH]3)C2)c1 (configuration not stated),-5,0.5,1.2,-6,-15,-5,-0.35,0.7,0.0073
Nc1cc(=O)[nH]c(SCC(=O)NCC2CCCO2)n1 (configuration not stated),3,0.3,-0.9,-3,-2,-1,0.32,-0.6,0.26
CCOC(=O)c1[nH]c(C)c(C(=O)N2CCN(C(=O)c3ccco3)CC2)c1C,-3,-0.4,-3.4,-13,7,-3,0.012,0.2,-0.00024
CCCc1nc(NCc2ccco2)c(C#N)c2c1COC(C)(C)C2,-9,-1.2,-1.5,-13,-7,-3,1,-0.6,-0.97
O=S(=O)(NCCCCCNS(=O)(=O)c1ccccc1)c1ccccc1,-1,-0.7,0.2,3,4,13,-1.3,-1.1,-1.7*
CCSc1ccccc1C(=O)n1nnc2ccccc21,15,1.2,-1.4,/,5,0,0.25,-0.7,-0.14
CCn1cc(C(=O)Nn2cnnc2)c(=O)c2ccc(C)nc21,-2,-0.2,-2.5,-25,-14,-3,0.58,0.1,-0.08
CC(=O)N(c1c(C)n(C)n(-c2ccccc2)c1=O)C1(C(=O)NC2CCCC2)CCCCC1,2,0.0,-1.8,/,-3,/,/,/,/
CCN(CC)CCCn1c(=S)[nH]c2ccccc2c1=O,-1,0.3,-4.0,-3,-1,-4,-0.82,-0.5,0.72
CCCn1c(=N)n(CC(=O)OCC)c2ccccc21,-1,3.2,-0.9,-8,0,-8,0.057,0.1,2.6
COc1cc2cc(C(c3nnnn3C(C)(C)C)N3CCc4ccccc4C3)c(=O)[nH]c2cc1OC (configuration not stated),15,1.0,-0.4,-38,-2,-1,0.0058,-0.7,-0.83
COc1ccc(CCCc2nnc(SCC(=O)Nc3ncc(C)s3)o2)cc1,-2,-0.1,-0.1,-15,0,9,0.5,0.7,-0.24
CCOC(=O)c1[nH]c(C)c(/C=N/O)c1C,11,9.8*,-3.0,5,8,2,1.2,-1.7,-0.4
CCCOc1ccc(Cn2c(=O)oc3ccc(C)cc32)cc1OC,23,0.3,-3.3,34,21,12,1.4,-0.9,-0.4
CCOc1cccc2cc(C(=O)NCc3cccnc3)c(=O)oc12,-17,0.2,0.0,-14,1,-10,-0.16,0.0,-1
Nc1nonc1C(=O)OCC(=O)N1CCOCC1,-2,-0.3,-2.8,-14,4,2,-1.2,0.0,-0.22
CC(C)(C#N)C(C)(C)c1nn[nH]n1,/,-0.2,0.6,-8,0,/,0.43,-1.7,-0.26
COc1cc(NC(=O)N2CCOCC2)cc(OC)c1,-7,0.0,-0.8,/,2,/,0.14,/,0.026
CCOc1ccc(N2Cc3ncccc3C2=O)cc1,-13,0.0,-2.1,-2,-11,2,0.09,-0.2,-1.3
CCOC(=O)N1CCN(C(=O)CN(c2ccc(Oc3ccccc3)cc2)S(C)(=O)=O)CC1,-8,0.0,1.5,/,4,/,-0.18,/,-1.9
CC(C)CC(c1nnnn1CCc1ccccc1)N1CCN(C(=O)c2ccco2)CC1 (configuration not stated),-4,-0.7,2.9,10,-7,-6,0.34,-0.4,-0.43
CC(C)(C)NC(=O)c1cccc(NC(=O)c2ccc(NC(=O)c3ccco3)cc2)c1,0,-0.2,1.2,-4,15,-5,-1.1,-0.5,1.3
COc1ccc(NCc2ccc(OC)c(OC)c2)cc1,26,-0.6,-3.1,-12,26,2,0.45,-1.4,0.22
COc1ccc(OC)c(NC(=O)Cn2cccc2)c1,-4,-1.6,-3.5,-5,2,-4,1.1,0.0,-0.24
Fc1ccc(N2CCN(C(c3cccs3)c3nnnn3CCc3ccccc3)CC2)cc1 (configuration not stated),25,0.8,2.1,19,-5,-1,/,0.6,/
c1cc2c(cc1Nc1nc(-c3ccc4c(c3)OCO4)cs1)OCCO2,6,0.5,-7.1,5,-6,-4,0.05,-1.3,0.039
O=c1oc2c3c(nn2c2ccccc12)CCCC3,3,1.6,-4.3,6,-4,0,0.73,-1.4,-0.0082
CC1(C)CC(=O)C2=C(C1)Oc1ncn(Cc3ccco3)c(=N)c1C2c1ccccc1 (configuration not stated),6,0.8,2.8,-30,-3,8,0.87,-0.3,0.55
CCC(CO)n1cnnc1-c1ccncc1 (configuration not stated),5,0.6,0.2,-6,-12,-3,1.2,-0.4,0.0002
O=C(c1cccnc1NCc1ccccc1)N1CCOCC1,-6,-0.5,-0.8,-1,-1,-1,-0.013,-0.2,0.03
COc1ccc(N2CCN(C(=O)CN3C(=O)C4CC=CCC4C3=O)CC2)cc1 (configuration not stated),-10,0.4,-2.5,-50,-10,-7,0.13,0.2,-0.6
Cc1csc(NC(=O)Cn2cnnn2)n1,4,-0.9,-2.0,4,0,0,0.9,-0.1,0.22
Cc1cccc(N(Cc2ccccc2F)S(C)(=O)=O)c1,11,0.1,-1.6,/,9,1,-0.51,-0.8,0.55
O=C(CC12CC3CC(CC(C3)C1)C2)NCCN1CCOCC1,0,0.1,-1.1,/,-47,4,0,-0.8,-0.038
Cc1noc(COc2ccccc2OCC(O)CNC(C)(C)C)n1 (configuration not stated),/,-0.2,2.1,-27,-4,/,-0.037,-0.9,1.5
CC1CCCCN1S(=O)(=O)c1ccc2c(c1)CCN2C(=O)CCC(=O)O (configuration not stated),12,-0.7,-4.6,-10,4,2,-0.1,-1.1,-0.28
O=C(CCCOc1ccc(Cl)cc1)Nc1nncs1,-3,0.0,-3.1,5,0,-5,0.34,0.5,0.00057
CSC(=O)CC(=O)NC(=O)c1ccccc1,-11,-0.2,0.3,4,0,0,-0.62,0.2,-0.71
N#Cc1c(N)nc(SCC(=O)NC2CCCCC2)c(C#N)c1-c1ccc(Cl)cc1,-3,-0.2,-1.5,2,-6,-1,1.7,-0.9,0.076
CC(=O)N1CCN(c2ccc(Oc3nnnn3-c3ccccc3)cc2)CC1,-3,0.6,-1.1,-3,-10,9,-0.66,-1.1,-0.36
CCc1ccccc1NC1c2ccccc2C(=O)N1c1cc(C)ccn1 (configuration not stated),12,0.5,-0.7,-16,17,-2,-0.86,-0.2,0.071
O=C(NC1CCCCC1)C(c1ccco1)N(Cc1cccs1)C(=O)Cn1nnc2ccccc21 (configuration not stated),46*,-0.7,-3.3,-20,8,-9,-0.52,-0.5,-1.5
Nn1c(-c2ccccn2)nnc1-c1ccccn1,-3,0.1,-3.3,-2,4,0,-3.1*,0.1,0.62
Cc1nc(SCC(=O)c2ccccc2)c(C#N)c(-c2ccco2)c1C(=O)NCc1ccco1,/,0.6,0.3,-3,-2,/,0.28,-1.1,1.1
Cc1cccc2cc(CN(Cc3ccco3)C(=O)c3ccncc3)c(=O)[nH]c12,-8,0.8,-3.0,-4,-20,4,-0.59,-0.3,2
CCOCCn1c(CN2CCCCC2)nc2c1c(=O)n(C)c(=O)n2C,-2,0.6,1.2,29,-5,-6,0.56,0.1,-0.46
COc1cc2c3c(c1)C1(C(=O)N3C(C)(C)C=C2C)C(C#N)=C(N)Oc2cc(O)ccc21 (configuration not stated),13,0.9,-0.1,-23,-1,1,-0.027,-0.2,-0.53
CC(C)C(OC(=O)c1cccs1)C(=O)NCc1ccco1 (configuration not stated),24,-0.7,-2.6,-12,12,3,-0.081,-1.5,0.65
CCC(=NCCN1CCNCC1)C1=C(O)CC(C)(C)CC1=O,2,-0.4,-1.9,7,0,-4,-0.22,-0.6,-0.091
Cc1nn(C)cc1C(N)=O,7,0.0,-0.4,-8,-2,-5,0.0012,-0.3,0.013
O=C1NC(c2cccs2)Nc2ccccc21 (configuration not stated),/,0.2,-3.0,-15,2,/,0.32,-1.2,-0.53
O=C(Nc1nnc(-c2ccncc2)s1)C1CCCO1 (configuration not stated),2,0.1,-0.9,-2,-8,0,-0.049,-0.7,-0.28
O=C(Nc1ccccc1O)c1cc(S(=O)(=O)N2CCOCC2)ccc1Cl,-120,-1.5,-1.3,3,1,13,0.71,-0.1,0.38
CCOc1ccccc1NC(=O)C1CCCN(C(=O)NCc2ccccc2)C1 (configuration not stated),-8,-0.9,2.2,4,-6,2,1,0.3,0.28
CC1(C)OC(=O)C(=CNc2cccc(C(=O)O)c2)C(=O)O1,-77,-0.2,-0.1,1,2,8,0.24,-1.2,-0.73
CCn1c(-c2ccc3[nH]c(C)c(C)c3c2)n[nH]c1=S,1,0.7,-2.4,5,-5,-1,-0.89,-2.6,0.86

# Sorted by SMILES length (lowest first): ten of the compounds above.
SMILES,5-HT1A blocker,5HT1E ag,HTR1A agonist,S1P1 ag pot,HTR1E antagonist,Jurkat tox 60K,M1 antagonist,S1P3 ag,M1 agonist
Cc1nn(C)cc1C(N)=O,7,0.0,-0.4,-8,-2,-5,0.0012,-0.3,0.013
CCC(CO)n1cnnc1-c1ccncc1 (configuration not stated),5,0.6,0.2,-6,-12,-3,1.2,-0.4,0.0002
CC(C)(C#N)C(C)(C)c1nn[nH]n1,/,-0.2,0.6,-8,0,/,0.43,-1.7,-0.26
COc1ccc(OC)c(NC(=O)Cn2cccc2)c1,-4,-1.6,-3.5,-5,2,-4,1.1,0.0,-0.24
O=C(c1cccnc1NCc1ccccc1)N1CCOCC1,-6,-0.5,-0.8,-1,-1,-1,-0.013,-0.2,0.03
CC(C)C(OC(=O)c1cccs1)C(=O)NCc1ccco1 (configuration not stated),24,-0.7,-2.6,-12,12,3,-0.081,-1.5,0.65
CCC(=NCCN1CCNCC1)C1=C(O)CC(C)(C)CC1=O,2,-0.4,-1.9,7,0,-4,-0.22,-0.6,-0.091
O=C(Nc1ccccc1O)c1cc(S(=O)(=O)N2CCOCC2)ccc1Cl,-120,-1.5,-1.3,3,1,13,0.71,-0.1,0.38
Cc1cccc2cc(CN(Cc3ccco3)C(=O)c3ccncc3)c(=O)[nH]c12,-8,0.8,-3.0,-4,-20,4,-0.59,-0.3,2
O=C(NC1CCCCC1)C(c1ccco1)N(Cc1cccs1)C(=O)Cn1nnc2ccccc21 (configuration not stated),46*,-0.7,-3.3,-20,8,-9,-0.52,-0.5,-1.5

# Screening results from PubChem.
